# IDE act – IDE (human) activation, cell-based; activation, % at 5.96 µM; actives 0.073% (n = 340,000); HEK cells, FAbeta-B cleavage, fluorescence polarization; 0% vehicle, 100% cell-free pure enzyme wells; AID 493087; P14735;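 active = activation above the mean of all tested compounds plus 3 SD, set per screening campaign, cut at about 17% in these data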
# Target sequence (P14735 whole entry, looked up): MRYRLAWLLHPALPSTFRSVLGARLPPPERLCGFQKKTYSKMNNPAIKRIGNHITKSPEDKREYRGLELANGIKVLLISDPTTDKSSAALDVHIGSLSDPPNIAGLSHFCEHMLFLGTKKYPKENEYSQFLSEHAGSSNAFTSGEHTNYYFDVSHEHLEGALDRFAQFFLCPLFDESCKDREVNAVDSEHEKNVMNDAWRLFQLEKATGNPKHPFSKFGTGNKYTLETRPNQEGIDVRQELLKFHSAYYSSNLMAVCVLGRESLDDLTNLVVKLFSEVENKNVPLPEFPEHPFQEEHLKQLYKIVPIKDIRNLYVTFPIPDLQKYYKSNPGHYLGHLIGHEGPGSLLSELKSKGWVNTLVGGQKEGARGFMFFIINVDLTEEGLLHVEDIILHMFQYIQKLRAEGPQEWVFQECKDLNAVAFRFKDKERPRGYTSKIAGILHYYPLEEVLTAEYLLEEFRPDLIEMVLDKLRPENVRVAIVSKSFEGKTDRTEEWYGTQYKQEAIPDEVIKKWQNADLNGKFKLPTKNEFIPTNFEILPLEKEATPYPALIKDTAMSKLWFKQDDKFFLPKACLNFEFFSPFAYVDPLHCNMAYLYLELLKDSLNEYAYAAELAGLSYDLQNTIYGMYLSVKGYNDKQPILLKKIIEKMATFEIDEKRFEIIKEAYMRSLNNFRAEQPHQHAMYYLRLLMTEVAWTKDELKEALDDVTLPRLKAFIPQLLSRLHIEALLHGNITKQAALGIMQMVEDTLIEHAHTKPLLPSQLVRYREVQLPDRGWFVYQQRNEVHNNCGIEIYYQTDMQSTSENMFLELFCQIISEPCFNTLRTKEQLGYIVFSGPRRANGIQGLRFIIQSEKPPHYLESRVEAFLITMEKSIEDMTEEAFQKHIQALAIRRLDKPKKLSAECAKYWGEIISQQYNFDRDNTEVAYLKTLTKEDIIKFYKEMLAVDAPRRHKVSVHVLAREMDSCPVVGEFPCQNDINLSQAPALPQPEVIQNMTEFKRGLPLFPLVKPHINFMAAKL
# * marks the source's active call; other numbers are inactive results.
COc1cc2ccccc2cc1C(=O)N1CC(C)OC(C)C1 (stereo not drawn)
  IDE act: -1.2

CC1(CCOCc2ccccc2)NC(=O)NC1=O (stereo not drawn)
  IDE act: -0.2

Cc1ccccc1S(=O)(=O)N1C[C@H]2CON(C)[C@H]2C[C@H]1c1cccc(Br)c1
  IDE act: 0.9

COC(=O)[C@@]1(C)[C@H]2C(=O)N(Cc3ccccc3)C(=O)[C@H]2[C@H]2CN=C(SCC(=O)c3ccccc3)N21
  IDE act: -4.7

CCOc1ccccc1C=NNC(=O)c1cccc2ccccc12
  IDE act: 0.2

CSc1ccc(S(=O)(=O)NCC(=O)OCC(=O)N(C)CC(=O)Nc2ccc(F)cc2)cc1[N+](=O)[O-]
  IDE act: 1.8

O=C(Cc1ccc(S(=O)(=O)N2CCOCC2)s1)N1CCN(S(=O)(=O)c2ccccc2F)CC1
  IDE act: 3.2

CC(C)(C)OC(=O)N(Cc1ccccc1)Cc1cccc(OCc2cccc(NC(=O)C3CC3)c2)c1
  IDE act: 1.9

Cc1ccc(S(=O)(=O)N2CCN(C(=O)c3cc(S(=O)(=O)N4CCOCC4)ccc3F)CC2)cc1
  IDE act: 7.5

Cc1cccnc1NC(=O)c1ccco1
  IDE act: 5.7

Cc1cccc(NC(=O)c2ccc(NS(=O)(=O)c3cccc4cccnc34)cc2)c1
  IDE act: -3.3

O=C1CCCCC1Nc1ccc([N+](=O)[O-])cc1 (stereo not drawn)
  IDE act: -1.6

C[C@]12CCC(=O)C=C1C=CC1C2CC[C@@]2(C)C1CC[C@@]21CCC(=O)O1 (stereo partly drawn)
  IDE act: -0.7

CC1CCC(CC(=O)O)(C(=O)O)CC1 (stereo not drawn)
  IDE act: 1.8

CSCCC(NS(=O)(=O)c1cccc(C(F)(F)F)c1)C(=O)N1CCN(C(=O)c2ccco2)CC1 (stereo not drawn)
  IDE act: 1.6

CCOC(=O)C1=C(COC(=O)CSc2ccc(C)cc2C)NC(=O)NC1C (stereo not drawn)
  IDE act: 4.3

CC(=O)N1CCc2cc([N+](=O)[O-])ccc21
  IDE act: -1.0

O=[N+]([O-])c1cccc(S(=O)(=O)Nc2cccc(-c3ccc(N4CCCC4)nn3)c2)c1
  IDE act: -1.1

CN(CCc1ccccc1)C(=O)c1ccc(NC(=O)Cc2cccc(NC(=O)C3CCN(C(=O)C4CCCC4)CC3)c2)cc1
  IDE act: 1.7

CCN1CCN(c2ccc(S(=O)(=O)N3CCOCC3)cc2NC(=O)c2ccc(OCC(C)C)cc2)CC1
  IDE act: 5.6

Cn1c2c(sc1=O)CCC2
  IDE act: 0.6

Cc1ccccc1-n1c(SC(C)C(=O)NCC2CCCO2)nnc1-c1ccncc1 (stereo not drawn)
  IDE act: 4.1

CN(Cc1cccnc1)C(=O)c1ccc(Cl)c(NS(=O)(=O)c2ccc(F)cc2)c1
  IDE act: 1.1

CC(=O)N/C(=C\c1ccccc1)C(=O)OCC(=O)Nc1cc(S(=O)(=O)N(C)C)ccc1Cl
  IDE act: 4.4

CCCCN1CC(Br)C(=O)NC1=O (stereo not drawn)
  IDE act: 2.3

O=c1ccn([C@@H]2O[C@H](CNS(=O)(=O)C3CC3)[C@@H](O)[C@H]2O)c(=O)[nH]1
  IDE act: -2.9

O=C(/C=C/c1ccc(Cl)cc1)N1CCN(CCN2C(=O)c3cccc4cccc(c34)C2=O)CC1
  IDE act: -1.8

COc1ccc(C=NN=C2c3ccccc3-c3ccccc32)cc1O
  IDE act: -3.5

C[C@@H]1CN(S(=O)C(C)(C)C)[C@H](CCO)/C1=C\c1ccccc1 (stereo partly drawn)
  IDE act: 0.5

CCCN(CC(=O)Nc1ccccc1C)C(=O)C1CC(=O)N(c2ccc(C)cc2)C1 (stereo not drawn)
  IDE act: -1.1

O=C1NC(=O)/C(=C\c2ccc(Cl)cc2Cl)N1
  IDE act: -0.3

Cc1cc(NC(=O)NCc2ccco2)ccc1NC(=O)NCc1ccco1
  IDE act: 3.7

O=[N+]([O-])c1cc(-c2ccccc2)cc([N+](=O)[O-])c1O
  IDE act: 6.1

COc1ccc(C)cc1CN(C)c1ccc(S(=O)(=O)N2CCN(C)CC2)cn1
  IDE act: -0.6

Cc1ccc(CN2CC(C(=O)Nc3ccc(C)c(S(=O)(=O)N4CCCCC4)c3)CC2=O)cc1 (stereo not drawn)
  IDE act: -1.7

COc1ccc(S(=O)(=O)N2CCN(CC(=O)N3c4ccccc4CC3C)CC2)cc1OC (stereo not drawn)
  IDE act: 4.9

CN(C(=O)c1cccc(NC(=O)Cc2cccc(NC(=O)C3CCCN(C(=O)c4ccccc4)C3)c2)c1)C1CC1 (stereo not drawn)
  IDE act: -7.9

CC(=O)C1=C(C)N=c2s/c(=C/c3ccc4c(c3)OCO4)c(=O)n2C1c1ccc(N(C)C)cc1 (stereo not drawn)
  IDE act: 4.4

COc1ccc(CNS(=O)(=O)CCNCc2ccco2)cc1
  IDE act: 0.5

Cc1ccc(NC(=O)CN(C)C(=O)c2cn(Cc3ccccc3)nc2-c2cccnc2)cc1
  IDE act: 1.2

COc1ccc(C)cc1C(=O)CCC(=O)N1CCN(c2ccccc2F)CC1
  IDE act: 1.9

CC(C)(C)OC(=O)C1=C(CO)CS[C@@H]2[C@H](NC(=O)Cc3ccccc3)C(=O)N12
  IDE act: 0.3

COc1ccc(NC(=O)COc2ccc(-n3cnnn3)cc2)cc1OC
  IDE act: -1.0

Cc1ccc(NCCCn2cnc3c(OCc4ccccc4)ncnc32)cc1C
  IDE act: -0.8

CN(C(=O)c1cccc(NC(=O)Cc2ccc(NC(=O)C3CCCN(C(=O)C4CCC4)C3)cc2)c1)C1CCCC1 (stereo not drawn)
  IDE act: 3.3

Cc1ccc(-n2nnnc2SCC(=O)NCC2(N3CCOCC3)CCCCC2)c(C)c1
  IDE act: -3.9

CC(C)(C)S(=O)(=O)N1C[C@@H]2CC/C=C\C/C(c3ccccc3)=C\2[C@H]1CCO
  IDE act: 4.3

COc1cccc(NC(=O)CN(C)C(=O)c2cc(CN3C(=O)c4ccccc4C3=O)ccc2OC)c1
  IDE act: -2.2

N#Cc1c(N2CCN(c3ccc([N+](=O)[O-])cc3)CC2)[n+](=O)c2ccc(Cl)cc2n1[O-]
  IDE act: -1.4

Cc1nc(N)[nH]c(=O)c1CCCNc1ccc([N+](=O)[O-])cc1
  IDE act: -0.6

COCCCn1c(=N)c(C(=O)NCc2ccc3c(c2)OCO3)cc2c(=O)n3cccc(C)c3nc21
  IDE act: -1.7

Cc1ccc(C(=O)N2[C@@H]3CN(C)C(=O)[C@@]2(C)[C@H]2C(=O)N(C)C(=O)[C@@H]32)cc1
  IDE act: 5.1

CCOC(=O)C1Oc2ccccc2C(c2ccc(F)cc2)=C1C(=O)OC (stereo not drawn)
  IDE act: 5.3

C=C1c2cccc(OC)c2O[C@H](C(=O)OCC)[C@@H]1CCCCCC
  IDE act: 5.6

CCN(C(=O)COC(=O)CCc1ccc(OC)cc1)c1c(N)n(Cc2ccccc2)c(=O)[nH]c1=O
  IDE act: 2.3

Cc1ccc(S(C)(=O)=O)cc1C(=O)OCC(=O)N1CCCC1=O
  IDE act: 3.3

CC[N+]1(C)CCC(O)(c2ccc(OC)cc2)C(C(=O)c2ccc(OC)cc2)C1 (stereo not drawn)
  IDE act: -4.0

Cc1cc(C=O)sc1[B-](F)(F)F
  IDE act: 5.5

O=C(CCOc1cccc(Br)c1)Nc1ccc(F)c(S(=O)(=O)N2CCOCC2)c1
  IDE act: 0.3

O=C1NC(c2cccc3ccccc23)Nc2ccc(Cl)cc21 (stereo not drawn)
  IDE act: 3.0

CC(=O)N1c2cc3ccccc3cc2N(C(C)=O)c2cc3ccccc3cc21
  IDE act: 2.8

O=C(N/N=C/c1ccc2c(c1)OCO2)c1cc(-c2ccco2)nc2ccccc12
  IDE act: 2.7

O=C(COC(=O)c1cc(=O)[nH]c2ccccc12)Nc1nc(-c2ccc(F)cc2)cs1
  IDE act: -3.0

CC[C@]12c3[nH]c4cc(CCC(=O)N(C)C)ccc4c3CCN1C(=O)[C@@H](CC(=O)NCCCOC)C[C@@H]2C(=O)N1CCN(C(=O)c2ccco2)CC1
  IDE act: 3.6

O=C1Nc2ccccc2C1=NN1CCCCCC1
  IDE act: -0.5

O=S(=O)(c1ccc(C(F)(F)F)cc1)N1CCN(CCOc2ccccc2)CC1
  IDE act: 0.8

CC(=NNC(=O)c1ccncc1)c1cc(Cl)ccc1Cl
  IDE act: 2.0

O=C(O)C(CCc1ccccc1)(Cc1ccccc1)C(=O)O
  IDE act: -2.8

CN(C(=O)c1ccc(NC(=O)Cc2ccc(NC(=O)C3CCCN(C(=O)CCc4ccccc4)C3)cc2)cc1)C1CCCC1 (stereo not drawn)
  IDE act: 3.8

O=[N+]([O-])c1ccc(C=NN=Cc2ccc([N+](=O)[O-])cc2)cc1
  IDE act: 3.4

CC(C)N(C(=O)[C@H]1C[C@H](CC(=O)NCc2cccc(C(F)(F)F)c2)C(=O)N2CCc3c([nH]c4ccc(Cl)cc34)[C@]12C)C(C)C
  IDE act: 6.2

C[C@H]1NC(=O)[C@]2(C)[C@@H](c3ccccc3)[C@H]3COc4ccccc4[C@H]3N2C1=O
  IDE act: 2.9

Cc1ccc(S(=O)(=O)N(C)C)cc1NC(=O)CSc1nc2ncc(Cl)cc2[nH]1
  IDE act: -6.4

NC(=O)C1=C(c2ccccc2)c2ccccc2C1=O
  IDE act: -2.7

N#CC1c2ccccc2C=CN1C(=O)N(c1ccccc1)c1ccccc1 (stereo not drawn)
  IDE act: -6.3

O=C1NC(=S)NC1=Cc1ccc(O)cc1
  IDE act: -2.1

CC(=O)Nc1ccc(Cl)cc1-c1ccccc1
  IDE act: -3.4

COCC(=O)N(C)[C@H]1C[C@H]2c3cc(Oc4ccccc4C)ccc3CCN2C(=O)[C@H]1[C@H](C)O
  IDE act: -2.2

O=c1ccn(C2CCCO2)c(=O)[nH]1 (stereo not drawn)
  IDE act: 1.9

COc1cccc(NC(=O)CN(C)C(=O)c2ccc(Cl)c(S(=O)(=O)N3CCCCCC3)c2)c1
  IDE act: 5.7

CC(C)NC1(C(N)=O)CCN(Cc2ccccc2)CC1
  IDE act: 1.0

O=[N+]([O-])c1ccc(NN=C2CCCCC2)c([N+](=O)[O-])c1
  IDE act: 0.6

CCCCN1CC(=O)N2[C@@H]3c4cc(Br)ccc4OC[C@@H]3[C@H](C(=O)OCC)[C@]2(C)C1=O
  IDE act: 3.3

O=c1[nH]c(=O)c2[nH]c(=S)[nH]c2[nH]1
  IDE act: -24.5

Cc1ccc(S(=O)(=O)N2CCOCC2)cc1C(=O)N1CCN(Cc2ccccc2)CC1
  IDE act: 4.9

COc1cccc2c1C(=O)c1c(O)c3c(c(O)c1C2=O)CC(O)(C(=O)CO)CC3OC1CC(N(C)C)C(O)C(C)O1 (stereo not drawn)
  IDE act: 0.3

Cc1ccc(S(=O)(=O)N2CCN(C(=O)COC(=O)CCOc3ccccc3C)CC2)c(C)c1
  IDE act: 5.4

CC(C)n1c(CNC(=O)c2ccccc2F)nnc1SCC(=O)NC1CCCCC1
  IDE act: 4.8

CC(OC(=O)Cn1cnc2c1c(=O)n(C)c(=O)n2C)C(=O)NC1(C#N)CCCCC1 (stereo not drawn)
  IDE act: 7.2

O=C1c2[nH]c(=O)[nH]c(=O)c2CN1Cc1ccccc1
  IDE act: 5.2

CCCCN(C(=O)C1CCN(C(=O)c2ccccc2C)CC1)c1c(N)n(CCC)c(=O)[nH]c1=O
  IDE act: 5.6

COc1cccc(/C=C2/CCC(CN(C)C)C2=O)c1 (stereo not drawn)
  IDE act: -11.9

O=C(COC(=O)c1nc(Cl)ccc1Cl)NCc1ccc(Cl)cc1Cl
  IDE act: -0.1

O=C(C=Cc1ccco1)c1ccco1
  IDE act: 1.3

O=C1NC(=O)C(Cc2ccc(O)cc2)N1 (stereo not drawn)
  IDE act: -5.5

O=C1CSCc2nc3ccccc3n21
  IDE act: -2.6

CCN(C(=O)COC(=O)/C=C/c1ccc(Cl)c(Cl)c1)c1c(N)n(Cc2ccccc2)c(=O)[nH]c1=O
  IDE act: 3.7

Cc1ccc(NC(=O)c2ncn(CCCN[C@H](C)c3cccc4ccccc34)n2)cc1C
  IDE act: 1.2

Oc1c(CN2CCOCC2)cc(CN2CCOCC2)c(O)c1O
  IDE act: -8.9

Cc1ccc(S(=O)(=O)Oc2ccccc2-c2ccccc2)cc1
  IDE act: -2.2

# Two consecutive entries out of the list so far:
O=C(C=Cc1ccco1)c1ccco1
  IDE act: 1.3

O=C1NC(=O)C(Cc2ccc(O)cc2)N1 (stereo not drawn)
  IDE act: -5.5

# A different layout for part of the listing above.
canonical_smiles	IDE act
CC(=O)N1c2cc3ccccc3cc2N(C(C)=O)c2cc3ccccc3cc21	2.8
CSCCC(NS(=O)(=O)c1cccc(C(F)(F)F)c1)C(=O)N1CCN(C(=O)c2ccco2)CC1 (stereo not drawn)	1.6
O=C(/C=C/c1ccc(Cl)cc1)N1CCN(CCN2C(=O)c3cccc4cccc(c34)C2=O)CC1	-1.8
C=C1c2cccc(OC)c2O[C@H](C(=O)OCC)[C@@H]1CCCCCC	5.6

# (further entries)
CC(=O)Oc1ccc2ccc3ccc(C(C)=O)cc3c2c1
  IDE act: 0.9

CN(C)C(=O)CCc1ccc2c3c([nH]c2c1)[C@]1(CCC2CCCC2)[C@@H](C(=O)N2CCOCC2)C[C@H](CC(=O)NCCCn2ccnc2)C(=O)N1CC3
  IDE act: 2.5

Cc1ccc2c(c1)[C@H]1[C@H](CO2)[C@H](c2ccccc2)[C@]2(C)C(=O)Nc3ccc(F)cc3C(=O)N12
  IDE act: -0.7

COc1ccc(CN(C)C(=O)CSc2nnc(C3CC3)n2C2CC2)cc1
  IDE act: 1.5

O=C(CSCC(=O)NN=Cc1ccccc1O)NN=Cc1ccccc1O
  IDE act: 3.7

O=C(N/N=C/c1ccc(Cl)c([N+](=O)[O-])c1)c1ccc2c(c1)OCCO2
  IDE act: 1.7

O=C(Sc1n[nH]c(=O)[nH]c1=O)c1ccccc1
  IDE act: -33.2

CC(C)C[C@@H](CNCC(=O)[C@H](CC(C)C)NC(=O)c1[nH]cnc1C(=O)N[C@@H](C)CN)NC(=O)c1nc[nH]c1C(=O)N[C@@H](CC(C)C)C(=O)O
  IDE act: 3.9

CC(C)(C)S(=O)(=O)N1Cc2ccc(CO)cc2[C@@H]1CCO
  IDE act: 3.5

CC1CC1C(=O)OCC(=O)Nc1cccc(Br)c1 (stereo not drawn)
  IDE act: -0.7

CC(C)NC(=O)Nc1ccc2c(c1)C(=O)N([C@H](C)CO)C[C@H](C)[C@@H](CN(C)C(=O)NC(C)C)O2
  IDE act: 3.1

# Bioassay records deposited in PubChem BioAssay by The Scripps Research Institute Molecular Screening Center.

# An excerpt; the hit share may differ from the screen's.
